Screens (PubChem BioAssay)
Abeta rescue – restores growth of yeast expressing A-beta42 peptide. Potency, µM (series often up to 46.1 µM), for inactives: at the highest dose growth rescue, actives largely listed as activators. 0.063% of 410,000 active. yeast expressing A-beta42, growth rescue, OD600, 48 h; response scale: 0% DMSO, 100% iron-clioquinol control; also: nearly all actives have a fitted effect of over 55% in size
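Growth rescue measured by 600 nm absorbance after 48 h yeast culture at 30 C with compound. Values normalized between DMSO and an equimolar ferric chloride plus clioquinol control.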
FUS suppressor – rescues growth of FUS-expressing yeast; S. cerevisiae FUS-expressing, growth rescue, OD600, 24 h; Potency, µM (doses to about 76.6 µM), without a hit: at the highest dose growth rescue (activation), most hits filed as activators; 0.24% of 390,000 active; AID 1347120;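 also: plate controls were DMSO vehicle for no effect and reference control for full effect; nearly all actives have a fitted effect of over 55% in size; some results filed as inactive show a strong effect at the top dose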
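Cultures pregrown in 2.5% raffinose medium are shifted to minimal medium containing 2% galactose to express toxic FUS. Compounds are tested at several concentrations. After 24hr at 30C, growth is quantified at 600 nm absorbance.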
* hit, by the source's call; ? = inconclusive; [ ] = another dose, or the depositor's remark. Calls follow the shape of the dose curve; as a rule, active = well fitted activation curve with a large enough effect; inconclusive = small, poorly fitted or top-dose-only effect; inactive = no such curve, though single readings can be large or run the other way. Potency is read from the fitted curve at half-maximal effect.

Values in the order: Abeta rescue	FUS suppressor
CCOC(=O)COc1ccc(CC)cc1C(=O)c1ccn2nc(-c3ccc(C)cc3)cc2n1
→ -8%	?
CCC1=Nc2cc(C(=O)NCCc3ccccc3)ccc2Sc2ccc(Cl)cc21
→ -11%	-1%
CCOc1ccc(N(CC)C(=O)c2cc3c(s2)-c2ccc(Cl)cc2SC3)cc1
→ -9%	-13%
CCC(=O)Nc1ccc(C)cc1-c1nc2ccccc2n(Cc2ccccc2)c1=O
→ -4%	9%
C=Cc1ccc(Cn2c(C(=O)O)c(CNCc3ccc(F)cc3)c3ccc(C)cc32)cc1
→ -15%	32µM*
O=c1c2sc3ccccc3c2n(Cc2ccccc2F)c(=O)n1CCc1ccccc1
→ -7%	-28%
COc1ccc(C(=O)Nc2ccc(-n3nncc3-c3ccccc3)cc2)cc1OC
→ -21%	-16%
O=C(NCc1cccs1)c1ccc(Cn2c(SCc3cccc(F)c3)nc3cccnc32)cc1
→ 19%	39%
COc1cc(NC(=O)Cn2ccn(-c3cc(C)cc(C)c3)c(=O)c2=O)cc(OC)c1
→ -7%	-2%
Cc1ccc(CNC(=O)C2CCCN(S(=O)(=O)c3cccc4nsnc34)C2)cc1 (stereo not drawn)
→ -4%	-11%
CCOc1ccc(CNC(=O)CCS(=O)(=O)c2cc3c4c(c2)CCN4C(=O)CC3)cc1OC
→ -15%	5%
Cc1ccc(C)c(CN2C(=O)c3ccccc3S(=O)(=O)c3ccc(C(=O)OCC4CCCO4)cc32)c1 (stereo not drawn)
→ -11%	23%
Cc1cc2oc(C(=O)Nc3sc4c(c3C(=O)NCc3ccco3)CCC4)cc(=O)c2cc1C
→ -7%	-7%
CCOC(=O)C(Cc1c[nH]c2ccccc12)NC(=O)COc1ccc(Cl)cc1 (stereo not drawn)
→ -42%[inhibitor]	28%
COc1cccc(NC(=O)N(Cc2cn(C)c3ccccc23)C2CCCCCC2)c1
→ 12%	?
COC(=O)c1ccc(NC(=O)CC2C(=O)N(c3ccccc3)C(=O)N2Cc2ccc(F)cc2)cc1 (stereo not drawn)
→ -4%	32%
CCOc1cccc(C(=O)N(Cc2ccc(F)cc2)Cc2ccco2)c1
→ 12%	31%
Cc1oc(-c2ccccc2F)nc1Cn1c(SCc2cccc(C(F)(F)F)c2)nc2ccncc21
→ -4%	31%
O=C(CCC(=O)N1Cc2ccccc2Oc2ncccc21)NCc1ccccc1Cl
→ -18%	-3%
Cc1ccc(NC(=O)COc2ccc(-c3nn(C)c(=O)c4ccccc34)cc2)c(C)c1
→ 2%	16%
Fc1ccc(-n2ncc3c(NCCCN4CCOCC4)ncnc32)cc1
→ 8%	-14%
Cc1ccc(-n2nc(C(=O)Nc3ccc(C)c(F)c3)c(=O)n(C)c2=O)cc1
→ -14%	-13%
COc1ccccc1-c1c(C)nn2c(N3CCN(c4ccc(F)cc4)CC3)cc(C)nc12
→ 7%	1%
COc1ccc(C2N3CC4(C)CN2CC(c2ccccc2)(C3)C4=O)cc1 (stereo not drawn)
→ 9%	-10%
O=C(Nc1nnc2n1CCS2)c1ccccc1
→ -4%	0%
O=C(Cn1cc(C(=O)c2ccncc2)c(=O)c2cc(F)ccc21)Nc1ccc(Cl)cc1
→ -4%	19%
O=C(c1ccc2c(c1)OCCO2)N(Cc1cccnc1)c1nc2ccc(F)cc2s1
→ 1%	-5%
CN(C)c1ccc(C(=O)Nc2sc(Nc3ccccc3)nc2C(N)=O)cc1
→ -4%	-5%
Cc1ccc(NC(=O)c2ccc(CNS(=O)(=O)c3ccc4c(c3)C(C)(C)C(=O)N4C)cc2)cc1F
→ 12%	-23%
CCOc1ccc(-n2c(C)nc3cc(C(=O)NCCC4=CCCCC4)ccc32)cc1
→ 3%	-22%
CC(=O)c1cccc(NC(=O)c2cc3sc(Cl)cc3n2C)c1
→ -4%	-8%
CCOC(=O)c1c(-c2ccc(C)cc2C)csc1NC(=O)c1ccccc1Cl
→ -5%	-23%
Fc1ccccc1C1=NC(c2ccc(C(F)(F)F)cc2)=Nc2ccccc2N1
→ 4%	15%
Cc1oc(-c2ccc(C(=O)NCc3ccccc3)cc2)nc1CN1CCc2ccccc21
→ 6%	18%
COc1ccc(OC)c(NC(=O)Cn2ccn(-c3ccc(OC)c(OC)c3)c(=O)c2=O)c1
→ -3%	11%
COc1cccc(CNC(=O)c2ccc3c(c2)nc2n3CCOC2)c1
→ 4%	-6%
O=C(Cn1c(=O)c2cccn2c2ccc(F)cc21)NCc1cccc(Cl)c1
→ -24%	8%
COc1ccc(NC(=O)CSc2nc(O)c(C/C=C/c3ccccc3)c(=O)[nH]2)cc1
→ -16%	22%
COc1ccccc1N1CCN(C(=O)c2cc3c(=O)n(Cc4cccnc4)ccc3nc2C)CC1
→ -3%	5%
COC(=O)C1=C(c2ccccc2)c2ccccc2S(=O)(=O)N1CC(=O)Nc1cccc(C(C)=O)c1
→ -8%	-5%
CCOC(=O)c1cc(-c2ccc(OC)cc2)nn1Cc1ccccc1
→ -4%	12%
CCOC(=O)c1c(C)c(-c2ccccc2)n(CC(=O)NCc2cccc(OC)c2)c1C
→ -3%	-20%
Cc1cccc(C)c1OCC(=O)N1CCC(c2nc3ccccc3o2)CC1
→ -8%	36%
COc1ccc(C2c3c(n(C)c4ccccc34)C(=O)N2CC(=O)Nc2ccc(C)cc2Cl)cc1 (stereo not drawn)
→ 5%	31%
Cc1ccccc1NC(=O)CSc1nc(-c2ccccc2)cn1-c1ccccc1F
→ -14%	34%
Cc1ccccc1Nc1c(-c2ccco2)nc2c(C)cccn12
→ -1%	14%
CCCNC(=O)Cn1c(=O)cc(C)c2c(C)nn(-c3cccc(F)c3)c21
→ 8%	2%
Cc1cccc(NC(=O)N2CCC(CN3CCOCC3)CC2)c1C
→ -16%	4%
COc1ccc(/C=C/c2nc(C#N)c(N3CCC(C(N)=O)CC3)o2)cc1OC
→ -23%	12%
O=C(c1cccs1)N1CCCc2cc(NS(=O)(=O)c3ccc(Br)cc3)ccc21
→ 6%	-11%

The list continues:
mol | Abeta rescue | FUS suppressor
Cc1ccccc1C(=O)Nc1nc2nc(-c3ccccc3)cc(=O)n2[nH]1 | 5% | -11%
CCCCOc1cccc(C(=O)N(Cc2ccc(Br)o2)C2CCS(=O)(=O)C2)c1 (stereo not drawn) | -3% | ?
COc1ccc(CNCCC(c2ccc3c(c2)OCO3)c2ccccc2OC)cc1 (stereo not drawn) | 10% | 11%
CCOc1c(Br)cc(C2C=C(C(=O)O)Nc3ncnn32)cc1OC (stereo not drawn) | -8% | -13%
Cc1cc(-c2ccc(C)c(S(=O)(=O)NCc3ccc(Cl)cc3)c2)on1 | -5% | 13%
CCc1c(C)sc2c1CCN(C(=O)Nc1cc(C)ccc1OC)C2c1ccc(F)cc1 (stereo not drawn) | -17% | 23%
COc1ccccc1C(=O)c1cn(CC(=O)Nc2ccccc2F)c2nc(C)ccc2c1=O | 5% | 9%
O=C(NC1CCCC1)c1ccc2c(c1)N(Cc1ccc(F)cc1)C(=O)c1ccccc1S2 | -3% | 29%
CC1CN(C(=O)CCC(=O)NCc2ccc(F)cc2)c2cc(Cl)ccc2O1 (stereo not drawn) | -21% | -16%
CCOc1ccc(OCC)c(NC(=O)CCC(=O)N2CCOc3ccccc32)c1 | -1% | 38%
CCCCCn1c(-c2cccc(C)c2)nc2ccccc21 | 1% | 10%
COc1ccccc1CNC(=O)c1cc(Sc2cccc(Cl)c2)nc2ccccc12 | -5% | 3%
COc1ccc2c(c1)c1c(c(=O)n(Cc3ccccc3)c(=O)n1Cc1cccc(Cl)c1)n2C | -9% | 9%
CN1CCN(CCNC(=O)c2cnn(-c3ccc(Cl)cc3)c2C2CCN(C(=O)OC(C)(C)C)CC2)CC1 | 12% | 24%
COc1ccc(C)cc1NC(=O)C(NS(=O)(=O)c1cccs1)c1ccccc1 (stereo not drawn) | -7% | 5%
Cc1ccc(CNC(=O)c2nc(SCc3ccc(C)cc3)ncc2Cl)cc1 | -9% | -17%
CCOCCCN(Cc1ccco1)S(=O)(=O)c1cc2c(cc1C)NC(=O)CO2 | 12% | 11%
COc1ccc(OC)c(NC(=O)CSc2nc3ccccc3nc2N2CCCCC2)c1 | 3% | 39%
Cc1ccc(S(=O)(=O)c2nc(-c3ccc(F)cc3)oc2SCC(=O)NC2CCCCC2)cc1 | -19% | 16%
COc1ccc(CCNC(=O)c2c(C)oc3ncnc(N4CCOCC4)c23)c(OC)c1 | -5% | 5%
Cc1nn(-c2ccc(N3CCOCC3)nn2)c(C)c1CCC(=O)Nc1ccc(F)cc1F | -8% | 14%
Cc1nc2ccn(Cc3cccs3)c(=O)c2cc1C(=O)N1CCN(c2ccccc2F)CC1 | 15% | 43%
COC(=O)c1cc2oc3ccccc3c2n1CC(=O)Nc1ccc(N(C)C)cc1 | -10% | 2%
CCOc1ccc(NC(=O)CSc2nc(-c3ccc(OC)cc3)nc3c2Cc2c(CO)cnc(C)c2O3)cc1 | -7% | -23%
CCC1CCC(C(=O)NC(C(=O)Nc2cccc(OC)c2)C(C)C)CC1 (stereo not drawn) | 3% | -16%
Cc1c(C(=O)Nc2nc(-c3ccc(F)cc3)ns2)oc2ccc(Br)cc12 | -15% | 5%
COc1cc(C(=O)OCc2cc(=O)n3nc(C(C)C)sc3n2)cc(OC)c1OC | -7% | 19%
O=C1COc2cc(S(=O)(=O)NCc3ccco3)c(Cl)cc2N1 | -6% | 4%
CCCS(=O)(=O)Nc1cc2c(cc1NCc1ccccc1)n(C)c(=O)n2C | -4% | -6%
COc1ccc(S(=O)(=O)NCC(c2ccco2)S(=O)(=O)c2cccs2)cc1C (stereo not drawn) | -3% | 22%

A draw from above in order of molecular weight, highest first.
mol | Abeta rescue | FUS suppressor
CCOc1ccc(NC(=O)CSc2nc(-c3ccc(OC)cc3)nc3c2Cc2c(CO)cnc(C)c2O3)cc1 | -7% | -23%
Cc1ccc(S(=O)(=O)c2nc(-c3ccc(F)cc3)oc2SCC(=O)NC2CCCCC2)cc1 | -19% | 16%
COc1ccc2c(c1)c1c(c(=O)n(Cc3ccccc3)c(=O)n1Cc1cccc(Cl)c1)n2C | -9% | 9%
O=C(NC1CCCC1)c1ccc2c(c1)N(Cc1ccc(F)cc1)C(=O)c1ccccc1S2 | -3% | 29%
COc1ccccc1C(=O)c1cn(CC(=O)Nc2ccccc2F)c2nc(C)ccc2c1=O | 5% | 9%
Cc1nn(-c2ccc(N3CCOCC3)nn2)c(C)c1CCC(=O)Nc1ccc(F)cc1F | -8% | 14%
Cc1c(C(=O)Nc2nc(-c3ccc(F)cc3)ns2)oc2ccc(Br)cc12 | -15% | 5%
COc1ccc(CCNC(=O)c2c(C)oc3ncnc(N4CCOCC4)c23)c(OC)c1 | -5% | 5%
COc1cc(C(=O)OCc2cc(=O)n3nc(C(C)C)sc3n2)cc(OC)c1OC | -7% | 19%
COc1ccc(CNCCC(c2ccc3c(c2)OCO3)c2ccccc2OC)cc1 (stereo not drawn) | 10% | 11%
CCOc1ccc(OCC)c(NC(=O)CCC(=O)N2CCOc3ccccc32)c1 | -1% | 38%
CCOc1c(Br)cc(C2C=C(C(=O)O)Nc3ncnn32)cc1OC (stereo not drawn) | -8% | -13%
COC(=O)c1cc2oc3ccccc3c2n1CC(=O)Nc1ccc(N(C)C)cc1 | -10% | 2%
CCCS(=O)(=O)Nc1cc2c(cc1NCc1ccccc1)n(C)c(=O)n2C | -4% | -6%
Cc1cc(-c2ccc(C)c(S(=O)(=O)NCc3ccc(Cl)cc3)c2)on1 | -5% | 13%
CCC1CCC(C(=O)NC(C(=O)Nc2cccc(OC)c2)C(C)C)CC1 (stereo not drawn) | 3% | -16%
Cc1ccccc1C(=O)Nc1nc2nc(-c3ccccc3)cc(=O)n2[nH]1 | 5% | -11%
O=C1COc2cc(S(=O)(=O)NCc3ccco3)c(Cl)cc2N1 | -6% | 4%
CCCCCn1c(-c2cccc(C)c2)nc2ccccc21 | 1% | 10%

These rows are one share of the data; rates above refer to the full screens.
